BL2 CD40 inh – CD40 pathway inhibition in BL2 cells. BL2 NF-kB luciferase reporter, CD40L-induced, 4 h. inhibition, % at 10 µM. 0.94% of 83,000 active. AID 1053188;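 active = mean inhibition of at least 50% with a set share of replicates also reaching that level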;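 note: 0% = neutral control wells and 100% = IKK inhibitor VII at 50 µM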
Numbers without * were called inactive; [ ] = remark or other dose.

canonical_smiles,BL2 CD40 inh
CO[C@H]1CN(C)C(=O)c2cc(NC(=O)c3nc4ccccc4s3)ccc2OC[C@H](C)N(Cc2cccnc2)C[C@H]1C,7.3
CCCC#Cc1ccc([C@@H]2[C@@H](CO)N(C(=O)C3CCCC3)[C@H]2C#N)cc1,13.0
CCOC(=O)c1c(-c2cccs2)csc1N,1.1
Cc1noc(C)c1CS(=O)(=O)Cc1ccc(Cl)cc1,11.7
CC(=O)c1ccccc1NC(=O)COC(=O)c1ccc2c(c1)nc(C)n2-c1ccccc1,4.9
NS(=O)(=O)c1ccc(N=Cc2c(O)[nH]c3ccccc23)cc1,-9.1[25 µM]
CCCS(=O)(=O)N1CCC(C(=O)NCCN(C)Cc2ccccc2)CC1,2.9
Cc1ccc(-c2cnc3c(c2)C(=O)N([C@@H](C)CO)C[C@H](C)[C@@H](CN(C)C(=O)CN(C)C)O3)cc1,1.7[25 µM]
CSc1ccccc1NC(=O)CN(C)C(=O)CNc1ccc(C(F)(F)F)cc1[N+](=O)[O-],7.9
Cc1oc(-c2ccc(-c3ccccc3)cc2)nc1CN(CCO)C(C)C,-62.2
O=C(NC1CCCN(CCc2ccccc2)C1)C1CCCC1 (stereo not given),-0.5
CC(=O)Nc1nc(-c2ccc(Br)s2)cs1,-20.5
CC(=O)N(C)C[C@@H]1Oc2ccccc2CC(=O)N(C)C[C@H]1C,3.7
Cn1nnc2c(sc3nc(N4CCOCC4)c4c(c32)CCCC4)c1=O,20.2
O=[N+]([O-])c1ccccc1S(=O)(=O)NCC1CCC(CNCC2CCc3ccccc3C2)CC1 (stereo not given),6.1[25 µM]
COC(=O)c1ccsc1NC(=O)c1ccc2c(c1)OCCO2,-54.3

Reformatted with each value named: part of the list above.
SMILES: CC(=O)Nc1nc(-c2ccc(Br)s2)cs1
  BL2 CD40 inh: -20.5
SMILES: CC(=O)N(C)C[C@@H]1Oc2ccccc2CC(=O)N(C)C[C@H]1C
  BL2 CD40 inh: 3.7
SMILES: Cn1nnc2c(sc3nc(N4CCOCC4)c4c(c32)CCCC4)c1=O
  BL2 CD40 inh: 20.2

Continuation:
canonical_smiles,BL2 CD40 inh
COc1ccc(CNC(=O)c2cccc3c2C(=O)N(CC2CCCO2)C3)cc1 (stereo not given),-1.8
CCC(C)N(C(=O)CSc1nnc(C)n1C)C1CCS(=O)(=O)C1 (stereo not given),9.2
CC(CNC(=O)c1cccs1)c1ccc([N+](=O)[O-])cc1 (stereo not given),12.8
COc1cccc(NC(=O)N2CC3(C2)[C@@H](c2ccccc2)[C@@H](CO)N3C(C)=O)c1,14.1[25 µM]
O=C(N/N=C/c1ccc([N+](=O)[O-])cc1)c1c[nH]c2ccccc12,-27.7
O=C(CN1CCCC1c1cccs1)N1CCN(S(=O)(=O)c2ccccc2)CC1 (stereo not given),13.2
O=C(C[C@@H]1CC[C@H]2[C@@H](COC[C@@H](O)CN2C(=O)c2cnccn2)O1)N1CCN(c2ccccc2)CC1,5.8[25 µM]
CN1c2ccc(-c3cccc(C#N)c3)cc2[C@H]2[C@H](CCN2C(=O)CN2CCOCC2)[C@H]1CO,-8.2[25 µM]

Among those listed so far, these contain an aryl methoxy group.
canonical_smiles,BL2 CD40 inh
COc1ccc(CNC(=O)c2cccc3c2C(=O)N(CC2CCCO2)C3)cc1 (stereo not given),-1.8
COc1cccc(NC(=O)N2CC3(C2)[C@@H](c2ccccc2)[C@@H](CO)N3C(C)=O)c1,14.1[25 µM]

Next part:
canonical_smiles,BL2 CD40 inh
CC(C)NC(=O)COc1cccc2ccccc12,-0.6
CCOC(=O)c1nnn(-c2nonc2N)c1CSc1ccccc1,8.1
COc1ccc(CCNC(=O)CSC2=NS(=O)(=O)c3ccccc3N2)cc1OC,18.3
CCC(=O)Nc1ccc2c(c1)C(=O)N(C)C[C@H](OC)[C@H](C)CN(Cc1nccs1)[C@H](C)CO2,-1.4[25 µM]
O=C(O)CC(NC(=O)COc1ccc(Cl)cc1Cl)C(=O)O (stereo not given),-1.7
Cc1ccccc1-c1ccc([C@@H]2[C@H]3CN(C(=O)c4ccncc4)CC(=O)N3[C@H]2CO)cc1,-9.2[25 µM]
COc1cccc(NC(=O)C(c2ccccc2)N2CCCCC2)c1 (stereo not given),-30.7
COc1ccc2nc(C)c(C(=O)NN)cc2c1,3.0
O=C(Nc1cc(Cl)ccc1N1CCOCC1)c1ccc(N2CCCC2=O)cc1,1.9
Nc1ccc(C(=O)c2cccs2)cc1[N+](=O)[O-],-23.1
C[C@@H]1CN([C@H](C)CO)C(=O)c2cc(-c3ccccc3F)cnc2O[C@@H]1CN(C)C(=O)C1CCCCC1,-16.6[25 µM]
CN(c1ccccc1)S(=O)(=O)c1cccc(NC(=O)c2ccncc2)c1,31.9
CN1C(=O)c2cc(NC(=O)C3CCOCC3)ccc2OC[C@H]2O[C@@H](CC(=O)NCC3CC3)CC[C@@H]21,-2.6
COC(=O)c1nc(NC(=O)c2ccccc2Br)n[nH]1,8.4
O=C(C[C@@H]1C[C@H]2c3cc(NC(=O)c4ccc5c(c4)OCO5)ccc3O[C@H]2[C@@H](CO)O1)NCc1ccccn1,-1.6[25 µM]
O=S(=O)(Cc1ccccc1)N1CCN(Cc2ccc3c(c2)OCO3)CC1,4.9
C[C@@H]1CN([C@@H](C)CO)C(=O)c2c(c3ccccc3n2C)-c2ccccc2CO[C@@H]1CN(C)S(C)(=O)=O,-5.7
CSc1ncccc1C(=O)OCC(=O)NC(N)=O,-3.9
CCC(C)c1ccccc1N1CC(C(=O)N2CCN(C(=O)c3ccco3)CC2)CC1=O (stereo not given),6.0
Cc1c(C(=O)NCC2CCCO2)oc2ccc(S(=O)(=O)N3CCCC3)cc12 (stereo not given),-17.6
CCC1CCCCN1C(=O)c1ccc(OC2CCN(C(=O)COC)CC2)cc1 (stereo not given),-0.7
Cc1cccc(-c2ccc([C@H]3[C@@H](CO)N4CCCCN(C(=O)c5ccncc5)C[C@H]34)cc2)c1,-3.3[25 µM]
COc1ccc(OC)c(CN2C(=O)c3ccccc3C2C(=O)NCC2CCCO2)c1 (stereo not given),2.5
O=C(NC1CCCC1)[C@@H]1N[C@@H]2c3ccc(-c4cccc(F)c4)c(=O)n3C[C@@H]2[C@H]1CO,0.6
C[C@@H]1CN([C@@H](C)CO)C(=O)c2cc(NS(=O)(=O)c3ccc(Cl)cc3)ccc2O[C@H]1CN(C)CC1CCCCC1,7.2[25 µM]
CCOC(=O)COn1c(=O)c[n+]([O-])c2ccccc21,11.9
COc1ccc2c(C)cc(SCC#N)nc2c1,9.2
O=C(CCCOc1ccccc1)Nc1cccc(S(=O)(=O)N2CCOCC2)c1,10.2
O=C(NCC(c1ccco1)N1CCN(c2ccc(F)cc2)CC1)c1cccs1 (stereo not given),-2.0
CS(=O)(=O)Nc1ccc(Br)cc1,5.1
CC1Cc2ccccc2N1C(=O)C1CCN(S(=O)(=O)c2cccs2)CC1 (stereo not given),8.1
CCN(CC(=O)NCc1cccs1)c1ccc(S(=O)(=O)N2CCCC2)cn1,3.0
CN(C(=O)c1ccc(F)cc1)c1ccc(OCC(=O)Nc2ccccc2C(=O)O)cc1,-3.9
NC(=O)C1(Nc2ccc([N+](=O)[O-])cc2)CCCC1,12.4
COc1cc(C)ccc1OCC(=O)OCC(=O)NCC1CCCCC1,4.5
C[C@@H]1CN([C@@H](C)CO)S(=O)(=O)c2ccc(C#CC3CC3)cc2O[C@H]1CN(C)Cc1ccccc1,-7.6[25 µM]
Cc1ccc(-c2noc(-c3c(C)noc3C)n2)cc1,-34.8
CCC(=O)N1[C@H](CO)[C@H](c2ccc(C#CC3CCCC3)cc2)[C@@H]1CNC(C)C,-1.5
COc1ccccc1-c1ccc([C@H]2[C@@H](CO)N(C(=O)C3CC3)[C@H]2C#N)cc1,-7.1
CNc1oc(-c2ccco2)nc1C#N,4.5
Cc1nc(NC(CC(C)C)C(=O)O)c2nc(C)oc2n1 (stereo not given),9.9
O=C(c1ccc(F)cc1)N1CCC(C(=O)N2CCN(S(=O)(=O)c3cccc([N+](=O)[O-])c3)CC2)CC1,5.5
Cc1cc2occ(CC(=O)O)c2cc1C,6.7
Cc1cccc(C(=O)N[C@H](C(=O)Nc2nnc(C3CC3)s2)C(C)C)c1,7.7
CC(=O)Nc1c(C)ccc2nsnc12,4.7
O=C(OCC(=O)N1CCN(c2ccc(F)cc2)CC1)c1cnc2ccccc2n1,-20.6
COC(=O)C(Cc1csc2ccc(Cl)cc12)NC(=O)c1ccc(Cl)cc1 (stereo not given),-85.9
Cn1c(NC(=O)c2cccc(Cn3cc(Cl)cn3)c2)nc2ccccc21,-11.3
O=C(COC(=O)c1ccc2c(c1)OCO2)NCc1ccc2c(c1)OCO2,0.8
CC(C)C(=O)NCCn1ccc2ccccc21,10.6
CSc1ccccc1NC(=O)COC(=O)CSc1ccc(C)cc1,2.8
C[C@H](CO)N1C[C@H](C)[C@H](CN(C)Cc2ccc3c(c2)OCO3)OCc2ccccc2-c2ccccc2C1=O,-4.9[25 µM]
CCCNC(=O)NC1CCCCCCC1,6.9
O=C(C[C@@H]1CC[C@H]2[C@@H](COC[C@@H](O)CN2C(=O)Nc2cc(Cl)cc(Cl)c2)O1)N1CCOCC1,5.9[25 µM]
CC(Oc1cccc2c1OC(C)(C)C2)C(=O)O (stereo not given),7.8
C=C(C)Cn1c(SCC#N)nc2ccccc2c1=O,6.5

Continuation.
canonical_smiles,BL2 CD40 inh
COCC(C)NC(=O)NC(=O)c1ccc(Cl)cc1 (stereo not given),-6.5
COC(=O)c1ccc(CSc2nnc(CNC(=O)c3cccs3)o2)o1,11.2
Cc1ccc2c(c1)N(CCC(=O)NC1CCCCC1)C(=O)CO2,11.3
O=C(O)CC(Cc1ccccc1)C(=O)NCC12CC3CC(CC(C3)C1)C2 (stereo not given),10.9
CN(C)S(=O)(=O)N1CCN(C(=O)N2CCCCC2)CC1,-7.7
CCOc1ccc(C(=O)NCC(=O)NCC(c2ccccc2OC)N2CCCC2)cc1 (stereo not given),-3.3
CCCN(CCC)S(=O)(=O)c1ccc2c(c1)CCCN2C(C)=O,-0.9
O=C(NC(=S)Nc1ncc(Br)cc1Br)c1cncc(Br)c1,-5.2
CCCN(CC(=O)Nc1ccccc1C)C(=O)c1ccc(N2CCCC2=O)cc1,15.6
CCCS(=O)(=O)N1CCCC(C(=O)NCCCN(C)c2ccccc2)C1 (stereo not given),5.4
O=C(OCC(=O)c1c[nH]c2ccccc12)c1ccc(OC(F)F)cc1,-22.6
COc1ccc(OC)c(S(=O)(=O)Nc2cc3c4c(c2)CCC(=O)N4CCC3)c1,-1.8
CCCNC(=O)N1[C@H](CO)[C@@H]2c3ccccc3N(C(=O)NC(C)C)C[C@@H]21,1.9
Cc1ccc2c3c([nH]c2c1C)-c1nonc1CC3,-38.7
O=C(NCCCN1CCCC1)C1CCC(=O)N1C1CCCCC1 (stereo not given),5.1
CCN(c1ccccc1)S(=O)(=O)c1ccc(OC)c(NC(=O)c2ccc(=O)[nH]c2)c1,5.6
OC(COc1ccccc1)CN1CCCC1 (stereo not given),-2.7
O=C(N[C@@H](Cc1ccccc1)C(=O)N1CCN(S(=O)(=O)c2ccc(F)cc2)CC1)c1ccco1,9.9
O=C(O)COc1ccccc1/C=N/NC(=O)c1ccc(F)cc1,4.8
COc1cccc(NC(=O)Nc2ccc3c(c2)C(=O)N(C)C[C@H](OC)[C@H](C)CN(CC2CC2)[C@H](C)CO3)c1,-6.5[25 µM]
CC(=O)c1ccc(OCCCC(=O)Nc2ccc3c(c2)OCCO3)cc1,12.9
O=C(Nc1ccccc1)N1CCCN(c2c(Cl)cncc2Cl)CC1,20.2
CCOC(=O)Cn1cnc2sc3c(c2c1=O)CCC3,55.8*
Cc1sc2ncnc(Nc3ccc(N4CCOCC4)cc3)c2c1-c1ccccc1,-2.5
OC[C@@H](O)[C@@H](O[C@H]1O[C@H](CO)[C@@H](O)[C@H](O)[C@H]1O)[C@H](O)[C@@H](O)CO,28.0
Cn1cc([N+](=O)[O-])c(C(=O)N/N=C/c2ccc3c(c2)OCO3)n1,-24.4
O=C(NCSc1ccnc(SCNC(=O)c2ccccc2)n1)c1ccccc1,3.0
CC(C)NC(=O)N1[C@@H](CO)[C@@H](c2ccccc2)C12CN(Cc1cc(F)cc(F)c1)C2,9.1[25 µM]
COc1cc2c(cc1OC)C(=O)CC(C)S2 (stereo not given),-14.1
CCCN(CCC)S(=O)(=O)c1cc2c(cc1Br)CCN2C(=O)CC,15.7
COc1ccc(NC(=O)CN(C)C(=O)Cn2cnc3c2c(=O)n(C)c(=O)n3C)cc1,-8.6
O=C(c1ccccc1)N1C[C@@H]2[C@H](c3ccccc31)[C@H](CO)N2C(=O)c1ccccn1,-10.5
CCc1nnc(NC(=O)C2CCCN2C(=O)Nc2ccccc2)s1 (stereo not given),0.6
Cc1cc(S(=O)(=O)N2CCC(N3CCCCC3)CC2)ccc1-n1cnnn1,13.0
COc1cccc(Nc2nc(CN3CCOCC3)nc3sc4c(c23)CCCC4)c1,8.8
COCC(C)n1c(C)cc(C(=O)COC(=O)c2c(C)nn(-c3ccccc3)c2C)c1C (stereo not given),2.3
O=C(c1cccnc1)N1CCN(Cc2ccc3c(c2)OCO3)CC1,1.7
COCC(=O)N1C[C@@H]2[C@H](c3ccccc31)[C@@H](CO)N2C(=O)C1CC1,-0.3
Cc1ccc(S(=O)(=O)Nc2c(C)n(C)n(-c3ccccc3)c2=O)cc1C(=O)OC(C)C(=O)c1ccccc1 (stereo not given),11.2
CCCc1cc(=O)n2[nH]cnc2n1,6.8
COc1ccc(C(NC(=O)CN2CCCCCC2)c2ccc(OC)cc2)cc1,1.9
O=C(NC(=S)Nc1ccccc1CO)C1CCCCC1,-25.5

Bioassay records: PubChem, Broad Institute

A portion of the library; count on the stated rates, not on these rows.
